Assay outcomes (PubChem)
ZTA counter: ZTA (EBV) inhibition in EBNA-1 counter-screen; P03206; ZTA-DNA binding, fluorescence polarization; inhibition, % at 11 µM; 320,000 compounds, 0.15% hits; AID 2234; in the data active = inhibition above about 33%
Target sequence (P03206 whole entry, looked up): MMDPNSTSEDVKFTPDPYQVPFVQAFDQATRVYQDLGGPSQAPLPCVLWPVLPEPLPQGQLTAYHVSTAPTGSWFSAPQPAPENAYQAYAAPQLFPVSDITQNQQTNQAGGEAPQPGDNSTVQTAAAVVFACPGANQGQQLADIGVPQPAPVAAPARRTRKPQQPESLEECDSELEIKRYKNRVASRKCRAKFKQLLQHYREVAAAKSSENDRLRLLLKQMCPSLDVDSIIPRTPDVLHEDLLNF
MCL1-BIM inh: MCL1-BIM-BH3 interaction inhibition (human); GST-MCL1 / FITC-Bim-BH3 fluorescence polarization; 320,000 compounds, 0.68% hits; inhibition, % at 10.9 µM;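 active = inhibition above the mean inhibition of all tested compounds plus 3 SD, set per campaign, cut at about 40% in these data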;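 also: 0% = DMSO wells and 100% = unlabeled Bim-BH3 peptide control; higher means more loss of mP so more displacement of Bim peptide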
CR mimetic SO: caloric restriction mimetics inhibiting age-related superoxide in yeast | 330,000 compounds, 0.18% hits | S. cerevisiae aged cells, superoxide DHE fluorescence; active compounds read low | superoxide response (% of plate mean), % at 10 µM;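 active = superoxide response under a set limit, about three screen SD below normal, cut at about 65% in these data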;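 also: yeast aged for seven days with compound at 30 °C before DHE staining; 100% = average MFI of all compound-treated wells on the plate with controls excluded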
Fam108B counter: blocks mouse Fam108B hydrolase in RBBP9 counter-screen; recombinant Fam108B, FP-Rh probe fluorescence polarization; inhibition, % at 9.51 µM; 300,000 compounds, 0.33% hits;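 active = inhibition above the screen mean inhibition plus 3 SD, computed separately per campaign, cut at about 18% in these data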;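 also: inhibitors lower polarization as less probe binds the enzyme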
GLD-1 RNA inh: GLD-1-TGE RNA interaction inhibition (C. elegans); Q17339; purified GLD-1 + fluorescein TGE RNA, fluorescence polarization; inhibition, % at 5.96 µM; 320,000 compounds, 0.44% hits; AID 2280;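 active = percent inhibition above a per-plate cutoff, the plate mean of test compounds plus 3 SD, cut at about 30% in these data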;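 also: 0% = DMSO wells with GLD-1 and probe and 100% = wells lacking GLD-1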
Bcl-xL primary: blocks human Bcl-xL binding to Bim BH3 peptide; GST-Bcl-xL / FITC-Bim BH3 peptide fluorescence polarization; inhibition, % at 10.9 µM; AID 2129; 320,000 compounds, 0.7% hits; Q07817;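 active = inhibition above the mean of all tested compounds plus 3 SD, cutoff set per campaign, cut at about 30% in these data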;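 also: 0% = DMSO wells and 100% = unlabeled Bim-BH3 peptide competitor; inhibitors lower millipolarization by displacing the labeled peptide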
EBNA-1 inhibitor: blocks EBNA-1 binding to DNA | EBNA-1 DNA binding, fluorescence polarization | 300,000 compounds, 0.34% hits | AID 1950 | inhibition, % at 14.8 µM; in the data active = inhibition above about 28%
Efflux pump mplx: blocks antifungal efflux pumps in multiplex yeast assay. S. cerevisiae Candida pump triplex, Nile Red efflux. inhibition, % at 10 µM. 330,000 compounds, 0.44% hits. AID 485275;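 active = plate passing quality check with inhibition over a set limit, or well fluorescence over plate mean plus 4 SD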;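 also: Nile Red retained in pooled yeast measured as flow cytometry median fluorescence; 0% = buffer negative control and 100% = Enniatin B positive control; higher means more Nile Red kept so more efflux inhibition; some compounds called inactive have numbers as strong as hits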
MEX-5 binding: C. elegans MEX-5 TCR-2 RNA binding activity. Q9XUB2. MEX-5/FITC-TCR2 RNA binding, fluorescence polarization; active compounds read low. activity score (negative = inhibition of binding), % at 10 µM. 300,000 compounds, 0.38% hits;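 active = inhibition past about -25% in most replicates, and total fluorescence under double the plate's negative control median, limit read from the data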;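 also: 0% = DMSO and -100% = 5 µM competing unlabeled TCR2 RNA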
Target sequence (Q9XUB2 whole entry, looked up): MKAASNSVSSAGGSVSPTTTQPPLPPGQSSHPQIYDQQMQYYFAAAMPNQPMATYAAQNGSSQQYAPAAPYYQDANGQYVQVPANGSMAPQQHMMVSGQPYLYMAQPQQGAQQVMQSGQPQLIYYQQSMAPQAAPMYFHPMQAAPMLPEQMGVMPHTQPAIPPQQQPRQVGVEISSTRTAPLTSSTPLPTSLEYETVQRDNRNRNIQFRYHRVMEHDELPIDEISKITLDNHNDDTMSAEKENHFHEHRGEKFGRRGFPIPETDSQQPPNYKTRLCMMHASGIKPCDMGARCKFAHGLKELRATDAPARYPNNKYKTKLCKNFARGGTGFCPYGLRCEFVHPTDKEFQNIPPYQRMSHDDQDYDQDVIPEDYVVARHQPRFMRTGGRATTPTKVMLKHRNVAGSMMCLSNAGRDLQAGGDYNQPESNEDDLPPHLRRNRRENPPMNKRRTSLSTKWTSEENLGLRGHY
An asterisk follows results filed as active; nt = not tested or not shown.

SMILES	ZTA counter	MCL1-BIM inh	CR mimetic SO	Fam108B counter	GLD-1 RNA inh	Bcl-xL primary	EBNA-1 inhibitor	Efflux pump mplx	MEX-5 binding
Cc1nn(CCC(=O)O)c2nc(-c3cccnc3)cc(C(F)(F)F)c12	1	-5	98	3	5	4	-9	0.1	-2.4
COc1cc(/C=C/C(=O)OCC(=O)NCCc2ccccc2)cc(OC)c1OC	-19	1	98	1	-1	0	5	0.0	-1.1
CC(=O)Nc1ccc(N/C=C/C(=O)c2ccc(Cl)cc2)cc1	11	-8	98	-2	-1	2	2	-0.1	5.4
CC(=O)Nc1ccc(S(=O)(=O)n2cnc3ccccc32)cc1	-18	10	95	5	-7	8	-15	0.0	1.2
CCCCNC(=O)c1ccc2c(c1)N(C)C(=O)c1ccccc1S2	-2	-1	97	1	-3	5	1	0.0	1.2
Cc1ccc(C)c(OCCC(=O)OCC(=O)NCc2ccccc2)c1	15	2	105	-1	1	3	-1	0.2	1.9
Cc1cc(C)n(Cc2ccc(Cl)nc2)n1	10	6	91	2	-1	5	-18	0.1	-0.2
O=C(NCCCc1ccc(F)cc1)C1CCC(=O)N(CCCN2CCCC2=O)C1 (stereo not drawn)	10	-1	87	-7	1	-1	-16	0.2	-1.6
CCOc1ccccc1N1CC(O)=C(c2nc3ccccc3s2)C1=N	6	2	114	6	-3	3	2	-0.1	-2.3
CN1C(=O)/C(=N/OC(=O)c2ccccc2)c2ccccc21	-5	0	97	-5	0	1	-6	0.1	-0.4
CCn1c(SCC(=O)NCc2ccccc2)nnc1C(CO)NC(=O)c1ccccc1 (stereo not drawn)	4	-23	117	-2	-2	-10	8	0.6	1.2
CCn1c(SCC(=O)Nc2sc3c(c2C#N)CCCC3)nnc1-c1ccncc1	3	11	88	3	3	7	1	0.4	0.8
CCCCCCNC(=O)C(=O)NCCc1ccc(Cl)cc1	-2	6	109	1	4	4	-8	0.1	-2.0
O=C(CNC(=S)N(Cc1ccccc1)Cc1cccnc1)NCCN1CCOCC1	-9	3	82	1	1	-7	10	-0.1	0.8
CC1=CC(C)C(/C=N/n2cnnc2)C(C)C1 (stereo not drawn)	5	5	84	4	2	3	5	-0.1	-1.3
COc1ccc(S(=O)(=O)NNC(=O)c2csc(-n3nc(C)cc3C(F)(F)F)n2)cc1OC	25	6	119	-1	9	13	7	0.1	0.9
COC(=O)c1ccc(C)c(N(CCO)CCO)c1	1	9	133	5	7	6	-4	0.1	1.2
NC(=O)c1ccc(NC(=O)COc2ccc(-n3cnnn3)cc2)cc1	-4	5	90	nt	3	-3	nt	0.0	nt
CCOc1ccc(NC(=S)Nc2cccnc2)cc1	-10	7	135	-7	-7	2	-8	0.3	0.7
Clc1ccc(OCc2nnc3n2CCCCC3)c(Cl)c1	3	0	95	0	4	2	1	0.0	2.5
COc1ccc2[nH]cc(C(=O)CN3CCN(C4CCCCC4)CC3)c2c1	11	0	99	-4	-9	-2	-12	0.1	-2.5
COC(=O)c1sccc1NC(=S)N1CCN(C)CC1	-6	5	97	-3	8	1	7	0.0	-3.3
O=C(O)c1cccc(S(=O)(=O)Nc2cccc(S(=O)(=O)N3CCCC3)c2)c1	-13	-2	83	nt	2	-2	nt	0.0	nt
Cc1nc(NNC(=O)c2ccccc2)cc(-c2ccccc2)n1	1	-1	103	-4	-2	0	9	0.0	-7.1
O=C(CCCOc1ccccc1)N1CCN(c2ccccc2)CC1	-10	-4	109	2	2	1	7	0.1	-1.9
CC(=O)NCC(=O)OCC(=O)c1ccccc1	-1	-2	79	1	4	4	0	-0.1	1.9
O=C(CSc1cccs1)Nc1ccc2ccccc2c1	6	3	96	4	7	3	-4	-0.1	-0.5
CCN(CC(=O)NCc1ccc(F)cc1)c1ccc(S(C)(=O)=O)cc1[N+](=O)[O-]	-6	-3	123	-1	-1	-5	-8	0.1	1.1
O=C(Nc1cc(N2CCOCC2)ncn1)NC1(C(F)(F)F)Oc2ccc(Cl)cc2O1 (stereo not drawn)	-6	20	85	2	2	21	4	-0.3	-7.8
Cc1ccc2c(c1)c(C)c(C)n2CC(O)Cn1nc(C)cc1C (stereo not drawn)	6	5	99	-1	4	9	2	0.0	-7.2
Cc1cc(C)cc(NC(=O)/C(C#N)=C/c2cn(CC(=O)NCc3ccco3)c3ccccc23)c1	19	0	101	-38	5	3	40*	0.2	-3.4
O=C(Nc1cccnc1)c1ccc(COCC(F)(F)F)cc1	-1	5	91	-2	7	3	4	0.0	-0.6
O=C(CSc1nnc(Cc2ccccc2)n1Cc1ccccc1)NCc1ccco1	17	-8	102	3	1	5	5	-0.2	1.9
COc1ccc(S(=O)(=O)Nc2ccc(O)c3ccccc23)cc1	12	9	137	4	11	12	-2	0.1	-4.5
C/C(=N\Nc1nc(C)cc(-c2ccccc2)n1)c1ccccc1	4	4	99	-2	-4	4	6	0.0	-3.5
N#CC1(NC(=O)COC(=O)CSc2ccc(F)cc2)CCCCC1	-17	-6	103	0	0	-2	-13	0.0	2.1
Cc1ccc(C)c(S(=O)(=O)NCc2ccc(C(=O)N3CCN(C)CC3)cc2)c1	-12	5	116	-4	3	-1	5	-0.3	1.5
CCCN1C2CCCC1CC(NC(=O)c1cccc(Cl)c1)C2 (stereo not drawn)	-6	-13	110	-4	-3	-1	-8	0.1	0.6
CCOC(=O)N1CCC(NC(=O)CN(c2ccc(C(C)C)cc2)S(=O)(=O)c2c(C)nn(C)c2C)CC1	-4	1	134	1	-7	-1	1	0.0	-0.5
Cc1cc(C)c(C)c(OCC(=O)N2CCN(c3ccccn3)CC2)c1	3	-1	91	-4	-3	-2	-3	0.3	-1.0
CCOC(=O)c1cc2c(=O)n3ccccc3nc2n(Cc2ccco2)c1=NC(=O)c1ccccc1OCC	10	25	122	5	19	29	7	0.3	-13
O=C(c1ccc(Br)o1)N1CCC(c2nc3ccccc3[nH]2)CC1	8	2	98	-1	-12	3	6	0.1	-1.7
CCOc1ccc(OCC(=O)Nc2ccc(OC)cc2[N+](=O)[O-])cc1	9	-2	91	0	-1	2	-1	-0.4	5.1
CC(C)CCN(C(=S)Nc1cccc(C(F)(F)F)c1)C(C)c1ccccn1 (stereo not drawn)	-6	1	111	-2	5	-1	5	0.0	2.4
CCOc1cccc2sc(N(CCN(C)C)C(=O)c3ccc(Br)s3)nc12	-2	2	94	0	-3	6	10	0.3	-0.6
Cc1ccc(C(C)C)cc1OCC(=O)Nc1ccc(N2CCCCC2)cc1	0	2	103	3	-5	0	-4	0.0	1.8
COC(=O)c1ccccc1NC(=O)CN1C(=O)NC2(CCCCCCC2)C1=O	21	-20	157	nt	-2	-12	nt	0.5	nt
Cc1ccccc1NC(=O)COC(=O)c1cccnc1	-11	8	94	5	7	6	-2	-0.1	-2.1
Cc1ccc(-n2nc(C(=O)N3CCOCC3)cc2-c2ccc(Cl)cc2)cc1	-25	0	115	-4	-2	-4	-17	0.2	-2.7
CC(O)c1ccc(-n2cnnn2)cc1 (stereo not drawn)	-4	5	101	1	-5	4	2	-0.1	1.5

The list goes on:
SMILES	ZTA counter	MCL1-BIM inh	CR mimetic SO	Fam108B counter	GLD-1 RNA inh	Bcl-xL primary	EBNA-1 inhibitor	Efflux pump mplx	MEX-5 binding
Cc1cc(C(C)(C)C)ccc1OCC(=O)N/N=C\c1c(C)n(C)n(-c2ccccc2)c1=O	-11	3	116	5	1	-5	-18	0.0	1.5
COc1ccc(-c2nc(SC(CC(=O)NCCN3CCOCC3)c3cccs3)n[nH]2)cc1 (stereo not drawn)	6	5	95	2	3	3	5	0.1	0.5
COCCn1c(SCC(=O)Nc2cccc(C(=O)OC)c2)nc2ccccc2c1=O	0	11	99	3	-11	7	-8	0.2	1.7
Cc1coc2c1c(C)cc1oc(=O)c(Cc3ccccc3)c(C)c12	2	5	137	-4	5	-4	-8	0.1	1.2
CCOCCCNC(=O)NC12CC3CC(CC(C3)C1)C2	-3	2	90	3	5	1	-19	0.2	0.3
CC(C)c1cc(NCc2ccccn2)n2c(nc3ccccc32)c1C#N	3	-2	91	3	-2	2	-5	0.2	-2.1
COc1ccc2nc(NC3=NC(C(=O)Nc4ccc(C)cc4)CC(=O)N3)nc(C)c2c1 (stereo not drawn)	-1	0	112	-1	5	3	-2	0.3	0.2
c1ccc2nc(-c3ccc(N4CCOCC4)cc3)ccc2c1	6	-7	101	3	-18	-3	13	0.0	-2.3
CCSC1=C(C#N)C2(CCCCC2)C(C#N)=C(N)N1	18	0	106	-3	-7	3	3	-0.1	-1.9
CN(C)c1ccnc2sc(C(=O)c3ccccc3)c(N)c12	15	3	82	6	4	6	2	0.1	-0.3
Cc1ccc(CNC(=O)CCC2CCCN(Cc3ccc4cccc(F)c4n3)C2)o1 (stereo not drawn)	-9	0	96	1	4	1	18	-0.1	3.4
COC(=O)CNC(=O)c1ccc(C)s1	3	6	101	0	-1	6	9	0.0	-1.2
CC(C)c1ccc(NC(=O)CN2C(=O)COc3ccc(S(=O)(=O)N4CCOCC4)cc32)cc1	-2	1	107	-2	3	3	-7	0.1	1.3
CC(C)=C1C2CCC1C1C(=O)N(c3ccc4c(c3)OCO4)C(=O)C21 (stereo not drawn)	-21	0	112	2	3	5	-4	0.2	-1.7
Cc1ccc([N+](=O)[O-])cc1-c1ccc(/C=N/NC(=O)CN2CCOCC2)o1	-9	-3	105	-1	1	-1	-10	0.2	2.6
